Bioassay records (PubChem)
Htt clearance – mutant huntingtin protein clearance. hit rate 0.42% among 47,000. inhibition, % at 1.5 µM. HeLa Exon1htt(103Q)mCFP, aggregate imaging; zero = plate's median compound well;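 active = inhibition of aggregate fluorescence above about 70%, also judged a hit by eye on the cell image, limit read from the data, passing the limit was not always enough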;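 also: cells exposed to compound for three days before fixation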
Htt clearance grain fraction – recorded beside Htt clearance, whose call it bears; fraction fluorescence in grains; measured here: aggregate grain fluorescence fraction; stronger effect = lower value;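 scaled fraction of total cell fluorescence in grains with unit not stated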
An asterisk follows results filed as active; i = inactive. These rows are one share of the data. The share of hits here may be higher or lower than overall.

Htt clearance	Htt clearance grain fraction	molecule
42	23	CC1=NCCN1S(=O)(=O)c1cc(Cl)ccc1Cl
-22	28	CCOCc1cnc(C)nc1NCC(=O)c1c(C)[nH]c2ccc(OC)cc12
25	15	Cc1ccc(NC(=O)C2CCN(S(=O)(=O)c3cccc4nonc34)CC2)nc1
-9	36	O=C1C(Nc2cccc(O)c2)=C(N2CCCCC2)C(=O)c2ccccc21
37	14	Cc1cc(C)n2ncc(C(=O)Nc3ccc4c(c3)OCO4)c2n1
-5	39	Cn1c(C(=O)NCCCN2CCOCC2)cc2c(=O)n(C)c3ccccc3c21
15	16	CCOC(=O)C(NCc1ccccc1OC)(NC(C)=O)C(F)(F)F (centres undefined)
26	27	COc1ccc(N(CC(=O)Nc2cccc(C)c2)S(=O)(=O)c2c(C)n[nH]c2C)cc1
-2	39	O=C(c1ccco1)[C@@H]1[C@@H]2C(=O)N(c3ccccc3)C(=O)[C@@H]2C2c3ccccc3C=CN21 (some centres undefined)
21	15	CC(=O)N1CCN(CCN=CC2=C(O)CC(C)(C)CC2=O)CC1
-39	26	Cc1ccc(C)c(S(=O)(=O)NCc2cccnc2)c1
8	36	N#Cc1cc(C#N)c(N2CCN(c3cccc(Cl)n3)CC2)nc1N
-51	46	CCCc1nc(SCC(=O)N2CCc3ccccc3C2)c2ccccc2n1
26	23	CCOC(=O)c1cc(-c2ccccc2)sc1NC(=O)c1ccc(OC)cc1
-59	32	O=C(CCCOc1ccc(Cl)cc1Cl)NCC1CCCO1 (centres undefined)
-6	38	CN(C)C(=O)c1ccc(Oc2ccc(C(=O)N(C)C)cc2)cc1
-36	28	Nc1cccc(-c2nc3ccc(N)cc3s2)c1
-22	42	O=C(O)COCC(=O)Nc1ccc2c(c1)CCC2
33	30	Cc1c(Cl)cnc(NC(=O)COC(=O)C(NC(=O)c2ccco2)C(C)C)c1Cl (centres undefined)
-15	49	CCc1nnc(NC(=O)CSc2nnc(CNc3ccc(Cl)cc3)o2)s1
-37	23	CN(C)C(=O)CSc1cccc2cccnc12
-67	31	CCN1C(=O)c2cccc3c(NC(=O)c4ccccc4)ccc1c23
3	37	Cc1ccc2c(c1)nnn2C1CCN(CC(=O)Nc2ccccc2N2CCOCC2)CC1
-22	38	CCOc1cc(Br)c(C(=O)O)cc1OC
23	37	CCOc1ccc(N(CC(=O)Nc2ccc(OC)cc2)S(=O)(=O)c2c(C)noc2C)cc1
12	18	CCOC(=O)C(C(=O)Nc1ccc(C)cc1)C1CCCCC1 (centres undefined)
33	24	Cc1ccccc1C(=O)c1cccn1CC(=O)O
8	22	CC(C)OC(=O)c1ccc(Cn2nnc3ccccc3c2=O)cc1
46	8.8	CC12CCC(C(=O)NCCN3CCCCC3)(CC1=O)C2(C)C (centres undefined)
11	18	O=C(CCCCCN1C(=O)CCC1=O)Nc1ncn[nH]1
34	25	Cc1cccn2c(=O)c(C=Nc3ccccc3)c(NCCO)nc12
15	31	O=C(c1cn(CC(=O)N2CCCC2)c2ccccc12)C1CCCCC1
-68	75	Cc1ccc(CNC(=O)c2ccc(CN3CCOCC3)cc2)cc1
-22	42	CC1(C)N=C(C(=O)c2ccccc2)N(O)C1(C)O (centres undefined)
24	15	CN1CCN(C(=O)C2(NC(=O)Nc3ccccc3Cl)CCCCC2)CC1
29	24	CC1(C)C2CCC(C2)C1(C)NC(=O)CN1CCOCC1 (centres undefined)
-51	57	CC(C)Nc1nnc(SCC(=O)c2c(N)n(Cc3ccccc3)c(=O)n(C)c2=O)s1
38	13	CCOc1ccc(-n2cc(C(=O)N3CCN(C)CC3)c3cc(OC)c(OC)cc3c2=O)cc1
-13	19	COC(=O)C1CCN(C(=O)C2CCCCC2)CC1
-17	34	COc1cc(C(=O)Nc2nc3ccc(C)cc3s2)ccc1OCc1c(C)noc1C
32	14	CCOc1ccc(CCNC(=O)C2CCN(c3nnc(-n4cccc4)s3)CC2)cc1OCC
4	38	Cc1ccc(-c2cc(C(F)(F)F)n3ncc(C(=O)NCc4ccco4)c3n2)cc1
-57	27	Cn1c2ccccc2c2nnc(SCc3ccc4nonc4c3)nc21
-498	225	N#Cc1c(N)nc(SCC(=O)NC2CCCCC2)c(C#N)c1-c1ccc(Cl)cc1
-8	23	COc1ccc(NS(=O)(=O)c2c(C)[nH]c(=O)[nH]c2=O)c(OC)c1
10	33	COC(=O)c1ccccc1N1C(=O)C2C(C1=O)[C@H]1C=C[C@@H]2C1 (some centres undefined)
-26	43	CCn1ccnc1C(O)c1cccc(OC)c1 (centres undefined)
-13	19	COc1ccc(N2CCN(C(=O)CN3C(=O)C4CC=CCC4C3=O)CC2)cc1 (centres undefined)
16	17	Nc1c(C(=O)NC2CC2)c2nc3ccccc3nc2n1-c1ccc2c(c1)OCO2
36	20	COc1ccc(/C=C/C(=O)Nc2ccccc2C(F)(F)F)cc1OC
-18	45	CCCCCCSc1nsc(NC(C)=O)n1
-13	36	S=c1[nH]nc(-c2ccccc2)n1Cc1ccccc1
7	33	COc1ccccc1C(CC(N)=O)c1ccco1 (centres undefined)
1	20	Cc1ccc(C)n1-c1ccc(N2CCOCC2)nc1
-42	48	Cc1ccc(C(C(=O)NCc2ccco2)N(Cc2ccco2)C(=O)CNC(=O)c2ccco2)cc1 (centres undefined)
-29	55	O=C(NCCc1ccc(Cl)cc1)C1CCN(S(=O)(=O)N2CCCCC2)CC1
43	18	CSCC[C@H](NC(=O)Nc1ccc(C)cc1C)C(=O)O
42	12	CCC(C)NC(=O)C1CCCN1S(=O)(=O)c1ccc(Cl)cc1 (centres undefined)
9	18	Cc1onc(-c2c(F)cccc2Cl)c1C(=O)OCn1nnc2ccccc2c1=O
62	7.7	COCCNC(=O)C(c1ccccc1)N(Cc1cccs1)C(=O)Cn1nnc2ccccc21 (centres undefined)

The listing continues:
Htt clearance	Htt clearance grain fraction	molecule
-78	39	Cc1nnc(NC(=O)C2CCCN(S(=O)(=O)c3ccccc3C(F)(F)F)C2)s1 (centres undefined)
-7	19	Clc1ccccc1-c1nnc2sc(CCc3ccccc3)nn12
10	39	Cc1cc(NC(=O)c2ccc3nc(C)sc3c2)no1
-38	29	Cc1ccnc(SCC(=O)Nc2oc(-c3ccccc3)c(-c3ccccc3)c2C#N)n1
22	26	O=C(O)c1cccn1Cc1ccccc1F
16	26	Cc1ccc(C)c(OCC(=O)Nc2nc3ccc([N+](=O)[O-])cc3s2)c1C
4	17	COc1ccc(NC(=O)c2cccc(Cn3cc(Br)cn3)c2)cn1
-31	25	O=C(Nc1ccon1)c1ccccc1Cl
-45	48	CCOC(=O)c1c(-c2ccccc2)csc1NC(=O)C1CCCO1 (centres undefined)
33	20	COc1ccc(CCNC(=S)NC(=O)c2ccccc2)cc1OC
-19	24	Nc1nonc1-c1nc2ccccc2n1Cc1ccccc1
26	13	O=C(c1ccccc1)c1ccc(OCC(O)CN2CCOCC2)cc1 (centres undefined)
7	20	CCC1(c2ccc(F)cc2)NC(=O)N(CC(=O)c2ccc[nH]2)C1=O (centres undefined)
1	32	O=C(C(c1ccccc1)c1ccccc1)N1CCN(Cc2ccc(Br)cc2)CC1
4	22	Cc1cccc(NC(=O)CC2S/C(=N/c3nccs3)N(C)C2=O)c1 (centres undefined)
-23	45	c1ccc(N2CCN(c3ccccc3)C2c2cccs2)cc1
64	7.5	COc1ccc(C(CNC(=O)COc2ccccc2OC)N(C)C)cc1OC (centres undefined)
-98	67	CCC1CCCCN1C(=O)CSc1nc(N)c(NC(=O)c2ccc(OC)c(OC)c2)c(=O)[nH]1 (centres undefined)
-57	54	CCOc1cc(C(=O)N2CCc3cc(OC)c(OC)cc3C2)ccc1OC(F)F
-43	24	O=C(NCCC1=CCCCC1)N[C@@H](Cc1ccccc1)C(=O)O
-29	39	Cc1cc(-n2c(C)cc(C(=O)CSc3nnnn3-c3ccccc3)c2C)no1
-74	32	COc1ccc(Cc2nnc(SCC(=O)Nc3nc(C)cs3)o2)cc1
-8	37	O=c1[nH][nH]c2nc(C(F)(F)F)cc(C(F)(F)F)c12
14	31	C=CCn1c(Cc2cccs2)nnc1SCC(=O)Nc1cc(OC)cc(OC)c1
-24	48	COC(=O)c1ccc(NC(=O)c2cn(-c3cccc(C)n3)cn2)cc1
-67	65	COc1ccc(Nc2nnc(-c3ccc(N4CCOCC4)c([N+](=O)[O-])c3)c3ccccc23)cc1
-10	48	COCCn1c(C)nc2oc3ccc(Br)cc3c(=O)c2c1=O
-50	52	CCOC(=O)c1c(NC(=O)COC(=O)Cn2cnc3ccccc32)sc(C)c1C
6	36	CCOC(=O)C(C)Sc1nc(C2CC2)cc(C(F)(F)F)c1C#N (centres undefined)
-18	19	CC1CCN(C(=O)CCNS(=O)(=O)c2ccccc2)CC1
2	21	O=C(N/C=N/O)C1=NOC(CNc2ncc(C(F)(F)F)cc2Cl)C1 (centres undefined)
-41	52	COc1ccc(-c2c3c(=O)n(C)c(=O)n(C)c3cn2-c2cc(OC)ccc2OC)cc1
-26	55	COC(=O)[C@H](C)NC(=O)Nc1ccc(S(N)(=O)=O)cc1
34	14	COc1ccccc1N1CCN(CCCNC(=O)Nc2ccccc2)CC1
-23	23	O=c1c2c3c(sc2n2cnnc2n1Cc1ccccc1)CN(Cc1ccccc1)CC3
-29	25	Cc1cc(-c2nnc(SCC(=O)Nc3ccccc3C(F)(F)F)o2)c(C)n1-c1ccccc1
-29	28	CCOC(=O)Nc1sc2nc(C)cc(C)c2c1-n1cccc1
-18	43	CC(=O)Oc1cccc(N2C(=O)C3CC=C(Cl)CC3C2=O)c1 (centres undefined)
-29	25	CCn1cc(C(=O)NCCCN2CC(C)CC(C)C2)c2cc(OC)c(OC)cc2c1=O (centres undefined)
18	31	CCN(CC)CCOc1ccc(Br)cc1
-4	38	COc1ccc(NC(=O)c2c(NC(=O)CNCc3ccco3)sc3c2CCC3)cc1
-12	47	COc1ccc(OC)c(-n2c(-c3ccc(S(C)(=O)=O)cc3)cc(C=O)c2C)c1
33	25	COc1cc(/C=c2\sc3n(c2=O)C(c2ccccc2)C(c2ccccc2)=NN=3)ccc1O (centres undefined)
-42	47	O=C(CCn1c(=O)[nH]c2ccccc2c1=O)N1CCN(c2ccc(Cl)cc2)CC1
28	25	COC(=O)NCc1ccc(CNC(=O)OC)cc1
-24	41	CCN=C1SC(CC(=O)Nc2ccc(C(F)(F)F)cc2)C(=O)N1CC (centres undefined)
14	31	CCSc1nc(O)cc(=O)n1-c1ccc(OC)cc1
-21	44	COc1ccc(NC(=O)CN2C(=O)C(C)Oc3ccccc32)c(OC)c1 (centres undefined)
-47	55	O=C(Oc1ccccc1)c1cc2ccccc2o1
15	14	COC(=O)C1CCN(C(=O)Cc2ccc(Br)cc2)CC1
-14	50	CCn1c(CSc2ncccn2)nnc1SCC(=O)N1c2ccccc2CC1C (centres undefined)
10	35	O=[N+]([O-])c1cccc(C(=Nc2ccc(Cl)cc2)NO)c1
48	18	Clc1ccc(-c2nnc(-c3ccco3)o2)cc1
i	201	c1ccc2c(c1)nc(NC1CCCCC1)c1nncn12
-30	26	CCOC(=O)c1ccc(COc2nc3ccccc3nc2-c2ccccc2NC(C)=O)o1
0	34	COCCNC(=O)C(c1ccccc1C)N(CCOC)C(=O)Cn1nnc2ccccc21 (centres undefined)
-20	45	Cc1ccc(C)c(N(C)C(=O)c2coc(=O)c3ccccc23)c1
-49	60	CN1CCN(C(=O)c2ccc3c(c2)NC(=O)C(N2CCOCC2)S3)CC1 (centres undefined)
-13	49	CCCOc1ccc(C2/C(=C(\O)c3c(C)[nH]c(C(=O)OC)c3C)C(=O)C(=O)N2CCN(C)C)cc1 (centres undefined)
-28	22	Cc1cccc(-c2noc(-c3ccc(F)cc3)n2)c1

2 of these compounds, set out differently:
CN1CCN(C(=O)c2ccc3c(c2)NC(=O)C(N2CCOCC2)S3)CC1 (centres undefined)
  Htt clearance: -49
  Htt clearance grain fraction: 60
Clc1ccc(-c2nnc(-c3ccco3)o2)cc1
  Htt clearance: 48
  Htt clearance grain fraction: 18

The results go on.
Htt clearance	Htt clearance grain fraction	molecule
20	30	CCCCc1c(O)nc(SCC(=O)N2CCCCC2)n(-c2ccccc2C)c1=O
13	15	COc1cccc(CNc2nn[nH]n2)c1OC
4	18	Nc1c(C(=O)NCCc2ccccc2)nnn1Cc1ccc(Cl)cc1
-4	36	O=C(Nc1nccs1)c1cccc(S(=O)(=O)N2CCOCC2)c1
-6	41	CCN1C(=O)C2(Nc3ccccc3-c3nc4ccccc4n32)c2cc(OC)ccc21 (centres undefined)
36	13	N#Cc1nc(-c2ccc(Cl)cc2)oc1NCc1cccc2c1OCO2
-26	49	COC(=O)c1ccc(NC(=O)c2cc3sccc3n2C)cc1

Reformatted with bars between the fields: entries from further up.
compound | Htt clearance | Htt clearance grain fraction
CC1=NCCN1S(=O)(=O)c1cc(Cl)ccc1Cl | 42 | 23
CCOCc1cnc(C)nc1NCC(=O)c1c(C)[nH]c2ccc(OC)cc12 | -22 | 28
Cc1ccc(NC(=O)C2CCN(S(=O)(=O)c3cccc4nonc34)CC2)nc1 | 25 | 15
O=C1C(Nc2cccc(O)c2)=C(N2CCCCC2)C(=O)c2ccccc21 | -9 | 36
Cc1cc(C)n2ncc(C(=O)Nc3ccc4c(c3)OCO4)c2n1 | 37 | 14
Cn1c(C(=O)NCCCN2CCOCC2)cc2c(=O)n(C)c3ccccc3c21 | -5 | 39
CCOC(=O)C(NCc1ccccc1OC)(NC(C)=O)C(F)(F)F (centres undefined) | 15 | 16
COc1ccc(N(CC(=O)Nc2cccc(C)c2)S(=O)(=O)c2c(C)n[nH]c2C)cc1 | 26 | 27
O=C(c1ccco1)[C@@H]1[C@@H]2C(=O)N(c3ccccc3)C(=O)[C@@H]2C2c3ccccc3C=CN21 (some centres undefined) | -2 | 39
CC(=O)N1CCN(CCN=CC2=C(O)CC(C)(C)CC2=O)CC1 | 21 | 15
Cc1ccc(C)c(S(=O)(=O)NCc2cccnc2)c1 | -39 | 26
N#Cc1cc(C#N)c(N2CCN(c3cccc(Cl)n3)CC2)nc1N | 8 | 36
CCCc1nc(SCC(=O)N2CCc3ccccc3C2)c2ccccc2n1 | -51 | 46
CCOC(=O)c1cc(-c2ccccc2)sc1NC(=O)c1ccc(OC)cc1 | 26 | 23
O=C(CCCOc1ccc(Cl)cc1Cl)NCC1CCCO1 (centres undefined) | -59 | 32
CN(C)C(=O)c1ccc(Oc2ccc(C(=O)N(C)C)cc2)cc1 | -6 | 38
